Bioassay records from PubChem BioAssay.
Mac1 fbg enh: enhancers of CD11b/CD18 adhesion to fibrinogen, primary screen, K562 cells, luminescence | Integrin beta-2 (Homo sapiens) + Integrin alpha-M (Homo sapiens), P05107+P11215 | ATPlite luminescence | activation, % at 10 µM | 93,000 tested, 0.07% active | AID 1499, 2009;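 active = 10 µM primary screen giving 50% or more activity, confirmed by 40% or more on retest at that dose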; also: strong numbers were not always called active; reference of the scale not given here
Target sequence (P05107 whole entry, looked up, other chains not shown): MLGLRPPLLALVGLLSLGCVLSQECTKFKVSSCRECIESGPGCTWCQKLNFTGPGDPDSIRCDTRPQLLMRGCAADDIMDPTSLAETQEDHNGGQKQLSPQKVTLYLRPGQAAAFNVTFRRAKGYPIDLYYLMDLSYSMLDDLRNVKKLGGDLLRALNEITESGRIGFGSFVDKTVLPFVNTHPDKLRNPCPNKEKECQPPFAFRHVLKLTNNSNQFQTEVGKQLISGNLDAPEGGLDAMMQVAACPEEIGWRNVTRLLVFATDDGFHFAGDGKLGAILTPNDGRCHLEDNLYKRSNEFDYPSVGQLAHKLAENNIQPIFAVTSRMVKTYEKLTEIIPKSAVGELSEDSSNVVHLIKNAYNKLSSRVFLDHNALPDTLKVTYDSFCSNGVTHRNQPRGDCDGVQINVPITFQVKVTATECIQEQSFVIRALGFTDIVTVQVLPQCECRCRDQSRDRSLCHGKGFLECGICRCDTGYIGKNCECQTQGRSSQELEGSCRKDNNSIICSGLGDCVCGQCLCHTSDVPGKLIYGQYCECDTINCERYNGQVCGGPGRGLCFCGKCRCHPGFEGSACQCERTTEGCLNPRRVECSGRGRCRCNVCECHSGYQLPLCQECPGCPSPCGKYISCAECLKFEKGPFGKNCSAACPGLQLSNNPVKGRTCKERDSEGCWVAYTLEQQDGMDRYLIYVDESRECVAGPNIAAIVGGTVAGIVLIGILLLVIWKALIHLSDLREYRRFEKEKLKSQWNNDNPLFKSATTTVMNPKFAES
CD11b adhes inh: inhibitors of CD11b/CD18 adhesion to fibrinogen, primary screen, K562 cells, luminescence. ATPlite luminescence; Mn2+ added to activate the integrin. inhibition, % at 10 µM. 93,000 tested, 0.54% active;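 active = primary inhibition of 50% or more at 10 µM, then 40% or more on retest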; also: some results filed as inactive read as strong as hits
PTK2B oligo ant: antagonists of Pyk2 self-association, primary screen, Q293 cells, FERM NanoBiT luminescence, HTS; Protein-tyrosine kinase 2-beta (Homo sapiens), Q14289; stronger effect = lower value; z-score (the deposit names both 25 µM and 10 µM); 99,000 tested, 0.83% active; AID 1347419, 2020;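 active = Z-score of -3 or lower, scaled per plate to the spread of control and sample wells; inactive = z-score above -3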;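 also: negative z-score means lost luminescence so less FERM oligomerization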
Numbers without * were called inactive.

For Cc1ccc(NC(=O)NC(=O)CSc2nnc(-c3ccc(OC(F)F)cc3)n2N)c(C)c1 the results were Mac1 fbg enh -3, CD11b adhes inh 2 and PTK2B oligo ant -0.1.
For COc1cc(/C=C2\SC(N3CCc4ccccc4C3)=NC2=O)cc(OC)c1OC the results were Mac1 fbg enh 1, CD11b adhes inh 26 and PTK2B oligo ant -0.68.
`CC1(C)CC2CC(C)(CN2C(=O)NC(=O)c2ccccc2)C1` (centres undefined) gave Mac1 fbg enh 7, CD11b adhes inh 5 and PTK2B oligo ant 0.95.
CCCCCCC(=O)NNC(=O)CC(=O)Nc1ccccc1C(=O)O was read as Mac1 fbg enh 6, CD11b adhes inh 5 and PTK2B oligo ant 0.43.
For O=C(OCC(=O)c1ccc(Cl)s1)c1ccccn1 the results were Mac1 fbg enh -4, CD11b adhes inh 3 and PTK2B oligo ant 0.77.
`COc1ccc(NC(=O)C(NC(=O)Cc2cccs2)c2ccccc2)cc1` (centres undefined) gave Mac1 fbg enh 3, CD11b adhes inh 7 and PTK2B oligo ant 1.3.
For Cc1cccn2c(NC(=O)c3cccs3)c(-c3ccccc3)nc12 the results were Mac1 fbg enh 1, CD11b adhes inh 9 and PTK2B oligo ant -0.61.
`O=C(CSc1nnc(CCCN2C(=O)c3cccc4cccc(c34)C2=O)n1-c1ccccc1)N1CCN(CCO)CC1` gave Mac1 fbg enh 3, CD11b adhes inh 3 and PTK2B oligo ant 0.33.
`CCCN1CNC(=S)N(c2ccccc2OCC)C1` gave Mac1 fbg enh 0, CD11b adhes inh 4 and PTK2B oligo ant 0.7.
Screening O=C(CC(=O)N/N=C/c1ccccc1O)NCc1cccnc1 returned Mac1 fbg enh 1, CD11b adhes inh 2 and PTK2B oligo ant 0.25.
C=CCn1c(SCC(=O)N2CCc3ccccc3C2)nc2sc(CC)cc2c1=O was read as Mac1 fbg enh -10, CD11b adhes inh 90 and PTK2B oligo ant 0.9.
Screening Oc1ccc(Cl)cc1C1=NNC(c2ccc(Cl)cc2)C1 (centres undefined) returned Mac1 fbg enh -9, CD11b adhes inh 101 and PTK2B oligo ant -0.24.

Pulled by compound from the list above:
For COc1cc(/C=C2\SC(N3CCc4ccccc4C3)=NC2=O)cc(OC)c1OC the results were Mac1 fbg enh 1, CD11b adhes inh 26 and PTK2B oligo ant -0.68.
For Cc1cccn2c(NC(=O)c3cccs3)c(-c3ccccc3)nc12 the results were Mac1 fbg enh 1, CD11b adhes inh 9 and PTK2B oligo ant -0.61.
C=CCn1c(SCC(=O)N2CCc3ccccc3C2)nc2sc(CC)cc2c1=O was read as Mac1 fbg enh -10, CD11b adhes inh 90 and PTK2B oligo ant 0.9.
Screening O=C(CC(=O)N/N=C/c1ccccc1O)NCc1cccnc1 returned Mac1 fbg enh 1, CD11b adhes inh 2 and PTK2B oligo ant 0.25.
`CCCN1CNC(=S)N(c2ccccc2OCC)C1` gave Mac1 fbg enh 0, CD11b adhes inh 4 and PTK2B oligo ant 0.7.

(next part)
Screening C/C(=N\NC(=O)c1ccoc1C)c1cccnc1 returned Mac1 fbg enh -2, CD11b adhes inh 7 and PTK2B oligo ant 1.
Screening CCOC(=O)c1c(C)[nH]c(C(=O)COC(=O)/C=C/c2cccc(OC)c2OC)c1C returned Mac1 fbg enh -1, CD11b adhes inh 12 and PTK2B oligo ant 0.64.
For O=c1c2ccccc2nc(COc2ccccc2)n1/N=C/c1c[nH]c2ccccc12 the results were Mac1 fbg enh 3, CD11b adhes inh 2 and PTK2B oligo ant -2.3.
For CCC(C)c1ccc(NC(=O)COc2c(F)c(F)c(C(F)(F)F)c(F)c2F)cc1 (centres undefined) the results were Mac1 fbg enh -11, CD11b adhes inh 102 and PTK2B oligo ant -1.8.
Screening O=C(CC(=O)Nc1cccc(Cl)c1)N/N=C\c1ccccc1 returned Mac1 fbg enh -3, CD11b adhes inh -9 and PTK2B oligo ant 0.11.
CC1CCC/C(=N\NC(=O)Nc2ccccc2)C1 (centres undefined) was read as Mac1 fbg enh 4, CD11b adhes inh 1 and PTK2B oligo ant 0.15.
O=C(NCC(c1ccco1)N1CCN(c2ccc(F)cc2)CC1)OCc1ccccc1 (centres undefined) was read as Mac1 fbg enh 0, CD11b adhes inh 6 and PTK2B oligo ant -3*.
Screening Cc1ccc(NC2=C(CC(=O)O)C(c3ccccc3)N(c3ccc(C)cc3)C2=O)cc1 (centres undefined) returned Mac1 fbg enh 6, CD11b adhes inh -27 and PTK2B oligo ant -0.85.
Screening O=C(O)/C=C/C(=O)NNC(=O)c1ccc(Br)cc1 returned Mac1 fbg enh -2, CD11b adhes inh -1 and PTK2B oligo ant 0.61.
`COc1ccc(S(=O)(=O)Nc2cccc(/C=C/C(=O)O)c2)cc1` gave Mac1 fbg enh -1, CD11b adhes inh 5 and PTK2B oligo ant 0.36.
`COc1ccc2c(c1)[nH]c1c(=O)n(N)cnc12` gave Mac1 fbg enh 2, CD11b adhes inh 3 and PTK2B oligo ant 0.34.
`CCOC(=O)c1ccc(-n2c(O)c(/C=N/NC(=O)C3COc4ccccc4O3)c3ccccc3c2=O)cc1` (centres undefined) gave Mac1 fbg enh -1, CD11b adhes inh -6 and PTK2B oligo ant -1.9.

Compounds from the list above with a furan ring, fused or not (2):
Screening C/C(=N\NC(=O)c1ccoc1C)c1cccnc1 returned Mac1 fbg enh -2, CD11b adhes inh 7 and PTK2B oligo ant 1.
O=C(NCC(c1ccco1)N1CCN(c2ccc(F)cc2)CC1)OCc1ccccc1 (centres undefined) was read as Mac1 fbg enh 0, CD11b adhes inh 6 and PTK2B oligo ant -3*.

The listing continues:
For CCOCC(=O)N1CCN(c2ccc([N+](=O)[O-])cc2)CC1 the results were Mac1 fbg enh -1, CD11b adhes inh -9 and PTK2B oligo ant 0.91.
Screening CC(C)(C)c1nnc(N/N=C/c2ccccc2O)n(N)c1=O returned Mac1 fbg enh 4, CD11b adhes inh 3 and PTK2B oligo ant -0.47.
`Oc1ccc(C=Nc2ccccc2-c2nc3ccccc3[nH]2)c(O)c1` gave Mac1 fbg enh 0, CD11b adhes inh -10 and PTK2B oligo ant -2.4.
For O=C(N/N=C/c1cccc([N+](=O)[O-])c1)C1CC(=O)N(c2ccc(Br)cc2)C1 (centres undefined) the results were Mac1 fbg enh -2, CD11b adhes inh -5 and PTK2B oligo ant 0.31.
Screening CC1=NN(C(=O)c2csc(C(C)C)c2)C(O)(C(F)(F)F)C1 (centres undefined) returned Mac1 fbg enh 4, CD11b adhes inh -6 and PTK2B oligo ant -0.4.
Cc1ccc2c(CC(=O)OC(C)C(=O)Nc3ncc(Cl)cc3Cl)coc2c1 (centres undefined) was read as Mac1 fbg enh -2, CD11b adhes inh 24 and PTK2B oligo ant 1.2.
Screening O=C(C(Sc1ccccc1)c1ccccc1)N1CCOCC1 (centres undefined) returned Mac1 fbg enh -7, CD11b adhes inh -1 and PTK2B oligo ant 0.7.
O=C(/C=C/c1cccc([N+](=O)[O-])c1)Nc1ccc(NC(=O)c2cccs2)cc1 was read as Mac1 fbg enh 39, CD11b adhes inh 10 and PTK2B oligo ant -0.45.
`CC1Cc2ccccc2N1C(=S)NC(=O)c1ccc(Cl)cc1Cl` (centres undefined) gave Mac1 fbg enh 2, CD11b adhes inh 16 and PTK2B oligo ant 1.1.
Screening Cc1ccc(S(=O)(=O)Nc2ccc3c(c2)CCC3)cc1 returned Mac1 fbg enh -4, CD11b adhes inh 35 and PTK2B oligo ant -1.6.
COC(=O)c1cc(CNC(=O)c2cccc(Cl)c2)ccc1OC was read as Mac1 fbg enh -2, CD11b adhes inh -11 and PTK2B oligo ant -0.14.
O=C1N=c2ccccc2=C1c1[nH]c(=S)[nH]c1O was read as Mac1 fbg enh 38, CD11b adhes inh 8 and PTK2B oligo ant -0.92.
COC(=O)c1cccc(NC(=O)Cc2ccccc2[N+](=O)[O-])c1C was read as Mac1 fbg enh 0, CD11b adhes inh -1 and PTK2B oligo ant -0.15.
Screening Cc1ccc(CCSc2ccc(C(C)C)cc2)cn1 returned Mac1 fbg enh -4, CD11b adhes inh 72 and PTK2B oligo ant -0.04.
For CCCCOC(=O)Nc1nnc(SCCOc2ccc(C)cc2)s1 the results were Mac1 fbg enh 30, CD11b adhes inh -4 and PTK2B oligo ant 2.7.
Screening Cc1ccc(S(=O)(=O)N2c3ccccc3-c3c(ssc3=S)C2(C)C)cc1 returned Mac1 fbg enh -1, CD11b adhes inh -18 and PTK2B oligo ant -1.4.
Cc1nn(-c2ccccc2)c(Cl)c1/C=N/NC(=O)OC(C)(C)C was read as Mac1 fbg enh 2, CD11b adhes inh 4 and PTK2B oligo ant -1.7.
Screening O=C1NC(CCc2ccccc2)C(=O)N1Cc1ccccc1Cl (centres undefined) returned Mac1 fbg enh 0, CD11b adhes inh 4 and PTK2B oligo ant -0.37.
`COc1cc(C(=O)OCC(=O)NC2CCS(=O)(=O)C2)ccc1OCc1c(C)noc1C` (centres undefined) gave Mac1 fbg enh -1, CD11b adhes inh 6 and PTK2B oligo ant 0.07.
Screening CC1CCN(c2ccc([N+](=O)[O-])cn2)CC1 returned Mac1 fbg enh 5, CD11b adhes inh 0 and PTK2B oligo ant -0.55.
Screening Cc1ccccc1-n1nnnc1SC(C)C(=O)NC1CCCc2ccccc21 (centres undefined) returned Mac1 fbg enh -1, CD11b adhes inh 18 and PTK2B oligo ant -1.3.
Screening O=C(Nc1nc(-c2ccccc2)cs1)c1ccc(N2CCOCC2)c([N+](=O)[O-])c1 returned Mac1 fbg enh -12, CD11b adhes inh 102 and PTK2B oligo ant -2.7.
Screening CCc1nc2ccc(C(=O)Nc3ccc(NC(C)=O)cc3)cc2nc1CC returned Mac1 fbg enh 1, CD11b adhes inh -2 and PTK2B oligo ant 0.48.
Screening Cc1cccc(S(=O)(=O)Nc2ccc(-c3cn4ccccc4n3)cc2)c1 returned Mac1 fbg enh -4, CD11b adhes inh 4 and PTK2B oligo ant -2.
CCCN(CC(=O)Nc1ccc(C)cc1Br)CC(=O)Nc1ccc(F)c(F)c1F was read as Mac1 fbg enh 3, CD11b adhes inh 22 and PTK2B oligo ant -0.58.
CCOP(=O)(OCC)C(Nc1cccc(C(F)(F)F)c1)c1ccc(C)cc1 (centres undefined) was read as Mac1 fbg enh 9, CD11b adhes inh 6 and PTK2B oligo ant -0.53.
Cc1nn(-c2ccc(Cl)cc2)c(Cl)c1/C=C(\C#N)C(N)=O was read as Mac1 fbg enh 3, CD11b adhes inh 16 and PTK2B oligo ant -1.2.
Cc1cc(C)nc(SCc2cc(=O)c(OC(=O)c3ccc(S(=O)(=O)N(C)C)cc3)co2)n1 was read as Mac1 fbg enh -3, CD11b adhes inh 29 and PTK2B oligo ant 0.4.
Screening COc1cc(CN(C(=S)NCC(=O)NC2CCCC2)C2CCCC2)cc(OC)c1OC returned Mac1 fbg enh -6, CD11b adhes inh -18 and PTK2B oligo ant -0.03.
For S=C(Nc1ccc(Cl)c(Cl)c1)NN1CCOCC1 the results were Mac1 fbg enh -1, CD11b adhes inh 4 and PTK2B oligo ant 0.02.
`CC1Cc2ccccc2N1C(=O)c1ccc(N2CCCCC2)c([N+](=O)[O-])c1` (centres undefined) gave Mac1 fbg enh 2, CD11b adhes inh 42 and PTK2B oligo ant -1.4.
Screening CCn1c(SCC(=O)Nc2ccc(Cl)cc2)nc2nc3c(cc2c1=O)CCCC3 returned Mac1 fbg enh 41, CD11b adhes inh -5 and PTK2B oligo ant -1.1.
`CN(C)S(=O)(=O)c1cccc(NC(=O)COC(=O)CCSc2ccc(Cl)cc2)c1` gave Mac1 fbg enh 2, CD11b adhes inh 30 and PTK2B oligo ant 1.1.
COc1cccc(C(=O)O/N=C(\N)c2ccncc2)c1OC was read as Mac1 fbg enh 7, CD11b adhes inh 3 and PTK2B oligo ant 0.33.
`CCCNC(=O)C(=O)N/N=C/c1cccs1` gave Mac1 fbg enh 2, CD11b adhes inh -25 and PTK2B oligo ant 0.84.
CN(CCC#N)C(=O)COC(=O)c1c2c(nc3ccccc13)/C(=C/c1ccco1)CC2 was read as Mac1 fbg enh 62, CD11b adhes inh -6 and PTK2B oligo ant -0.06.
Screening COc1ccc(S(=O)(=O)N2CCCCCC2)cc1N(C)S(=O)(=O)c1ccc(C)cc1 returned Mac1 fbg enh -1, CD11b adhes inh 28 and PTK2B oligo ant -1.
O=C(CSc1nc2ccccc2[nH]1)N=Nc1c(O)[nH]c2ccccc12 was read as Mac1 fbg enh 6, CD11b adhes inh -1 and PTK2B oligo ant 0.21.
Screening COC(=O)c1c(NC(NC(=O)CC(C)C)C(Cl)(Cl)Cl)sc2c1CCC2 (centres undefined) returned Mac1 fbg enh 1, CD11b adhes inh 20 and PTK2B oligo ant -0.54.
`Cc1cc(C=C2C(=O)c3ccccc3C2=O)c(C)n1C` gave Mac1 fbg enh 28, CD11b adhes inh 15 and PTK2B oligo ant -0.22.

An excerpt (hit frequency here may not be typical).
